# CHOP inhibitor: CHOP inhibition in unfolded protein response. CHO-K1 CHOP-promoter luciferase, tunicamycin-induced, 15-18 h. inhibition, % at 10 µM. 220,000 tested, 3.8% active. AID 2732;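 active = compounds that reduced the stress-induced luciferase reporter signal by more than about 70% of percent inhibition, limit read from the data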;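 also: 0% = tunicamycin plus vehicle and 100% = wells without tunicamycin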
# TRPN1 ag: agonists of zebrafish TRPN1 channel | HEK293 zebrafish TRPN1-YFP, Fluo-8 calcium fluorescence; 100% = response to 87 µM carbachol | activation, % at 3 µM | 220,000 tested, 0.18% active | AID 1424;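 active = activation above its plate's cutoff, the mean activation of test wells on that plate plus 3 SD, cut at about 19% in these data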;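 also: 0% = DMSO alone and 100% = 87 µM carbachol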
#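 Material: zebrafish TRPN1-YFP in HEK293 cells. Doses: one dose of 3 µM, 0.3% DMSO. Incubation: dye 1 h 37 °C plus 30 min RT. Measured by: intracellular calcium fluorescence with Fluo-8.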
# PGE2 EP2 inh: inhibitors of human EP2 prostaglandin E2 receptor; P43116; C6 glioma cells expressing human EP2, cAMP TR-FRET; cells stimulated with saturating PGE2; inhibition, % at 25 µM; 260,000 tested, 0.52% active; AID 1422;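 active = percent inhibition above 40 after rounding to a whole number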;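 also: rat C6 glioma host cells with rolipram phosphodiesterase inhibitor present; the protocol text gives 20 µM as final concentration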
# NPY-Y1 antag: blocks the human neuropeptide Y Y1 receptor; HEK293-CNG Y1 cells, membrane potential fluorescence; NPY at EC95, then isoproterenol; AID 1040; 200,000 tested, 1% active; inhibition, % at 3.6 µM;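 active = inhibition above the campaign mean inhibition of all tested compounds plus 3 SD, cut at about 20% in these data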;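 also: 0% = DMSO wells given NPY plus isoproterenol and 100% = isoproterenol alone without NPY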
# Target sequence (P25929 whole entry, looked up): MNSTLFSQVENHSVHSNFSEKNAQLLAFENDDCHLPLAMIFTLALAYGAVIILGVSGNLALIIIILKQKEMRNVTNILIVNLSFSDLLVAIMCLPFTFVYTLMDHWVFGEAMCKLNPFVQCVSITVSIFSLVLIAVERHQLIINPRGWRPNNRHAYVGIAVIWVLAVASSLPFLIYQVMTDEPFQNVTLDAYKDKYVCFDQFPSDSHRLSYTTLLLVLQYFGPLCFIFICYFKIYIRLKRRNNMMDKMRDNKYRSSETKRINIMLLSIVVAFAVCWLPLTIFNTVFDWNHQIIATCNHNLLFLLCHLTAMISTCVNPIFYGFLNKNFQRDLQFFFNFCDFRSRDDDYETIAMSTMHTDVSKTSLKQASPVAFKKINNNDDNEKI
#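 Test system: HEK293 cells co-expressing NPY Y1 receptor and cyclic-nucleotide gated channel; Also added: NPY (25 nM), isoproterenol (1 µM), Ro 20-1724 (25 µM); Compound dosing: one concentration, 3.6 µM, in 0.4% DMSO; Timing: dye 3 h, compound 60 min room temperature, stimulation 45 min; Technique: Membrane-potential fluorescent dye readout.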
# PPC-1+TRAIL kill: PPC-1 cancer cell killing with TRAIL present | 220,000 tested, 0.41% active | cell killing (% activity), % at 4 µM | AID 1443 | PPC-1 cells + TRAIL, ATPLite viability luminescence;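 active = cell killing above 50% in the first pass at 4 µM, then a duplicate retest at 5 µM averaging 50% or more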;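 also: plate controls were cells with TRAIL plus DMSO for no effect and medium-only wells lacking cells for full effect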
# NPY-Y1 PAM-ag: human NPY-Y1 potentiation or agonism, primary screen | NPY-Y1 expressing cells, potentiator/agonist activation | activation, % at 3.6 µM | 220,000 tested, 0.37% active; in the data active = activation above about 33%, passing the limit was not always enough;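 also: cells stimulated with NPY at EC10 then isoproterenol at EC100; 0% = low agonist plus stimulus and 100% = saturating agonist plus stimulus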
# 14-3-3 Bad inh: disrupts binding of bovine 14-3-3 zeta to phospho-Bad peptide | inhibition, % at 21.7 µM | TR-FRET 14-3-3zeta/Dy647-pBad peptide displacement, 1 h | 220,000 tested, 0.71% active;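 active = inhibition above about 70%, limit read from the data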;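 also: 0% = full 14-3-3 plus peptide FRET controls and 100% = background without 14-3-3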
# TRPML3 ag: human mucolipin-3 channel agonism; Q8TDD5; HEK293 TRPML3-YFP, Fluo-8 calcium fluorescence; 100% = the carbachol control signal; activation, % at 3 µM; 220,000 tested, 0.29% active; AID 1448;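 active = activation above its plate's cutoff, the mean activation of the plate's test wells plus 3 SD, cut at about 12% in these data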;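 also: 0% = DMSO only wells and 100% = carbachol wells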
# Target sequence (Q8TDD5 whole entry, looked up): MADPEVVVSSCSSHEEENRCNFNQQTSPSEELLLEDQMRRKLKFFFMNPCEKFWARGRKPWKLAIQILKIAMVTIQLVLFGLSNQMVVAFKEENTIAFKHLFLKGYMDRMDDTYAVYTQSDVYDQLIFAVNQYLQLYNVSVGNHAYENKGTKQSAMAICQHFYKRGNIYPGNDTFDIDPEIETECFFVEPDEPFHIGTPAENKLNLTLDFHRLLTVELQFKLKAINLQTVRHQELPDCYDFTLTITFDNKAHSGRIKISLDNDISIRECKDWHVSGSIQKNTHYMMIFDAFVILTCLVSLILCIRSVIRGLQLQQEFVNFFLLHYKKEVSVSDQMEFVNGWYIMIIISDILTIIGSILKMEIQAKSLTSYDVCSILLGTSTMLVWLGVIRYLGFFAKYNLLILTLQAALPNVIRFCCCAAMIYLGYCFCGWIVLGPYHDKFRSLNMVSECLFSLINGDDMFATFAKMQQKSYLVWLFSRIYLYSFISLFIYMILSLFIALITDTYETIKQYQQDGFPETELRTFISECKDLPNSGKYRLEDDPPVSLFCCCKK
#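 system = HEK293 cells stably carrying human TRPML3-YFP | doses = one concentration, 3 µM nominal, 0.3% DMSO | timing = dye loading 1 h 37 °C then 30 min ambient, 125 s read | detection = Fluo-8 calcium dye fluorescence, ex 470-495, em 515-575 nm | benchmarks = high control carbachol 87 µM, low control DMSO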
# EP2 modulator: EP2 receptor (human) modulation; EP2-expressing cells, cAMP HTRF FRET, PGE2 co-stimulation; induction, % at 25 µM; 260,000 tested, 0.83% active;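 active = compounds whose cAMP rise, as percent of the full-agonist control response, exceeds 60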;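 also: rat C6 glioma line stably carrying human EP2 under a CMV promoter; the protocol text gives 20 µM as final concentration; 100% = response of wells given 1 µM PGE2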
# * marks the source's active call; other numbers are inactive results; · = not tested or not shown; [ ] = another dose, or the depositor's remark. This is a subset. The share of hits here may be higher or lower than overall.
SMILES,CHOP inhibitor,TRPN1 ag,PGE2 EP2 inh,NPY-Y1 antag,PPC-1+TRAIL kill,NPY-Y1 PAM-ag,14-3-3 Bad inh,TRPML3 ag,EP2 modulator
O=C(CSc1nc(O)cc(=O)n1-c1ccccc1)NCc1ccccc1,7.5,2.5,0.9,-3.6,8.7,-15.2,-9.6[fluorescence artefact?],1.4,9.6
O=C(C1=NN[C@@H]2C(=O)N(Cc3ccccc3)C(=O)[C@H]12)c1ccc([N+](=O)[O-])cc1,-8.6,3.2,5.5,·,10.5,8.1,0.6,0.8,-22.5
CCOc1ccc(-n2c(SCc3ccc([N+](=O)[O-])cc3)nnc2-c2ccc(OC)cc2)cc1,11.3,0.0,4.4,-4.3,10.1,-64.4,1.0,0.6,7.2
Cn1c(SCC2CCCCC2)nnc1-c1ccncc1,12.7,-0.7,6.8,0.2,-4.8,7.2,-2.9,0.4,10.0
Nc1cc2nsnc2cc1Br,21.9,0.7,137.9*,4.9,0.0,-15.6,7.8[fluorescence artefact?],0.4,-200.9
O=C(Oc1cccnc1)c1cc2ccccc2oc1=O,10.2,0.2,8.6,9.2,26.2,-15.7,17.9,0.7,26.5
COc1ccc(CSc2nnnn2Cc2ccccc2)cc1OC,1.1,3.1,5.3,-0.6,26.2,21.7,9.1,2.5,-1.7
CSc1nc(O)c(Nc2cccc(Cl)c2)c(=O)[nH]1,24.7,2.2,4.2,·,-8.9,6.6,1.0,0.4,16.7
CS(=O)(=O)N1CCN(c2ccccc2NC(=O)Cc2ccc(Cl)cc2)CC1,16.1,-0.4,8.5,11.4,19.5,-24.5,11.6[fluorescence artefact?],0.3,-6.4
Cn1c(=O)c2c(ncn2CC(=O)Nc2nc(-c3ccccc3Cl)cs2)n(C)c1=O,18.7,1.1,7.6,-4.4,2.6,11.7,6.8,1.1,-17.0
O=C(CCCc1c[nH]c2ccccc12)N1CCCCCC1,-5.0,0.2,8.1,3.3,-2.8,-10.1,-5.3,-0.1,-32.2
CCOC(=O)CNC(=O)C12CC3CC(CC(C3)C1)C2,9.7,0.4,6.8,4.6,13.5,9.9,-3.3,1.2,4.5
Cc1ccc(S(=O)(=O)Nc2csc(C)c2C(=O)O)cc1,10.0,0.7,17.1,·,-2.6,-0.9,72.8*,0.5,-28.4
COc1cccc(C(=O)C2=NN(C(C)=O)CC2c2ccco2)c1 (centres undefined),9.4,-1.8,8.6,7.2,·,2.5,-1.3,-1.1,5.0
COc1cccc(C2CC(C(F)(F)F)n3nc(C(=O)Nc4c(C)n(C)n(-c5ccccc5)c4=O)cc3N2)c1 (centres undefined),7.9,0.7,10.1,1.1,6.4,4.5,-10.1,1.0,0.5
Cc1ccnc(SCc2cc(=O)c(OC(=O)c3ccccc3)co2)n1,1.7,0.4,3.6,-0.5,2.0,-1.7,-7.2,0.5,4.3
COC(=O)c1sc(C(C)(C)C)cc1CS(=O)(=O)c1ccccn1,6.4,-2.0,19.1,·,2.9,14.2,5.1,-0.3,28.6
Cc1ccc(CNC(=O)COC(=O)c2ccc(Cl)c(N)c2)cc1,13.7,0.2,2.2,3.8,4.9,-18.2,-2.1,-0.9,-45.5
c1cc2c(cc1Oc1nc(N3CCOCC3)nc(N3CCOCC3)n1)OCO2,15.7,2.6,10.3,-4.8,12.1,-7.6,7.5,1.5,-9.1
Cc1nc2ccccc2n1C(=O)N1CCOCC1,-1.2,1.3,·,-5.5,2.1,-30.7,-7.5,0.2,18.2
NC(=O)c1ccc[n+](CC(=O)c2ccc(Br)cc2)c1,-5.7,2.1,4.2,-0.7,18.9,-1.2,-1.0,0.3,-5.2
CCOC(=O)COc1cc(O)c2c(=O)cc(-c3ccccc3)oc2c1,-20.3,2.6,10.8,0.6,-1.4,-7.6,7.4,1.1,-40.0
O=C(Nc1ccccc1)c1ccc(-c2ccccc2C(F)(F)F)o1,20.0,0.4,12.1,11.9,2.2,-27.1,10.5,0.2,-32.5
Cc1onc(-c2ccccc2)c1C(=O)Nc1c(C)n(C)n(-c2ccccc2)c1=O,5.3,1.2,-0.9,-0.2,11.4,-0.1,-9.9,-0.3,15.4
CC(=NC1CCCCC1)C1=C(O)c2ccccc2C1=O,·,2.1,8.8,-7.4,35.0,-11.6,·,0.5,·

# 6 records drawn at random from those above, as already listed:
SMILES,CHOP inhibitor,TRPN1 ag,PGE2 EP2 inh,NPY-Y1 antag,PPC-1+TRAIL kill,NPY-Y1 PAM-ag,14-3-3 Bad inh,TRPML3 ag,EP2 modulator
Cc1ccc(CNC(=O)COC(=O)c2ccc(Cl)c(N)c2)cc1,13.7,0.2,2.2,3.8,4.9,-18.2,-2.1,-0.9,-45.5
c1cc2c(cc1Oc1nc(N3CCOCC3)nc(N3CCOCC3)n1)OCO2,15.7,2.6,10.3,-4.8,12.1,-7.6,7.5,1.5,-9.1
O=C(CCCc1c[nH]c2ccccc12)N1CCCCCC1,-5.0,0.2,8.1,3.3,-2.8,-10.1,-5.3,-0.1,-32.2
Cc1ccnc(SCc2cc(=O)c(OC(=O)c3ccccc3)co2)n1,1.7,0.4,3.6,-0.5,2.0,-1.7,-7.2,0.5,4.3
Cc1nc2ccccc2n1C(=O)N1CCOCC1,-1.2,1.3,·,-5.5,2.1,-30.7,-7.5,0.2,18.2
Cc1onc(-c2ccccc2)c1C(=O)Nc1c(C)n(C)n(-c2ccccc2)c1=O,5.3,1.2,-0.9,-0.2,11.4,-0.1,-9.9,-0.3,15.4

# Other structures:
SMILES,CHOP inhibitor,TRPN1 ag,PGE2 EP2 inh,NPY-Y1 antag,PPC-1+TRAIL kill,NPY-Y1 PAM-ag,14-3-3 Bad inh,TRPML3 ag,EP2 modulator
C[C@]1(C(=O)O)C=C[C@@H](Cc2ccccc2)N1C(=O)c1ccccc1,7.8,1.3,5.4,4.4,3.3,-7.6,-5.7,0.4,-51.2
CN1C(=O)CC2(CC(=O)N(Cc3ccccc3)C2)C1=O (centres undefined),31.2,-0.5,14.2,4.6,6.9,5.8,13.5[fluorescence artefact?],0.3,4.8
Cc1nnc(N2CCN(Cc3ccccc3)CC2)[nH]c1=O,15.7,-0.8,9.7,-6.3,40.2,-10.1,-21.7,0.6,-2.3
CCn1ncc(Br)c1C(=O)Nc1ccccc1OC,13.0,-2.6,6.7,2.9,14.0,-11.3,-8.5,-0.8,63.2*
Cc1cccc(NC(=O)c2ccc(COc3ccc(Cl)cc3Cl)o2)n1,60.2,-0.8,5.9,11.9,-14.7,-35.2,-3.6,0.6,-51.2
Cc1cccc(N2CCN(C(=O)c3cc(S(=O)(=O)N(C)C)ccc3N3CCCC3)CC2)c1C,9.4,-0.3,7.2,2.7,18.8,-11.7,-9.3,0.1,-4.3
Cc1ccc(NC(=O)N2CCC(NC(=O)c3ccccc3C)CC2)cc1,-8.9,0.6,7.7,5.6,0.5,-4.8,-6.5,0.5,-7.9
Cc1ccc(C(=O)N2CCN(S(=O)(=O)c3ccccc3)CC2)cc1,9.6,0.2,6.4,-3.9,15.4,7.0,33.3,0.8,-64.7
Cc1ccn(-c2cccc(-n3ccc(C)n3)n2)n1,19.9,-0.8,12.7,-0.8,5.1,-27.2,-4.7[fluorescence artefact?],0.6,7.6
O=C(CSc1nnc2n1CCCCC2)Nc1ccc(N2CCOCC2)cc1,17.0,1.9,5.5,·,30.1,18.4,-5.5,1.1,22.1
Cc1nnsc1C(=O)N/N=C/c1ccccc1Cl,-17.2,-0.4,5.0,·,-11.2,-6.2,-0.5,1.0,-3.6
O=C1SCCc2c1n(Cc1ccccc1)c1ccccc21,-34.1,-0.4,26.8,0.5,16.1,-32.3,-2.9,-0.5,58.8
C=CCn1c(O)c(C=Nc2ccc(Cc3ccncc3)cc2)c(=O)[nH]c1=S,28.5,5.6,8.8,-8.3,-16.0,-7.6,-3.6[fluorescence artefact?],1.5,-19.1
CN(C)C(=O)c1cc(Br)ccc1Cl,15.5,0.4,6.3,-5.4,7.8,5.0,-7.2[fluorescence artefact?],0.6,14.2
O=C(c1cccs1)N1CCc2c([nH]c3ccccc23)C1c1ccccn1 (centres undefined),1.2,1.4,5.1,-3.4,5.7,9.3,4.8,0.2,-5.0
NC(=O)C1CCN(c2ncc(C(F)(F)F)cc2Cl)CC1,7.4,-0.5,3.9,-0.1,11.4,-3.0,-12.7,-0.3,18.7
CCCC(=O)OCC(=O)Nc1cc(Cl)ccc1[N+](=O)[O-],8.3,-2.1,1.6,-3.8,-3.2,14.8,-5.6,-0.7,21.7
COc1ccc(NC(=O)CN2C(=O)c3ccccc3Sc3ccc(C(=O)N4CCOCC4)cc32)c(OC)c1,25.2,-0.5,2.5,-3.2,5.5,-5.0,-21.8,-1.1,-16.0
O=C(NNC(=S)NC1CCCCC1)c1ccc(Cl)s1,-11.3,0.6,9.3,-2.2,23.0,21.9,-8.8,0.9,-3.4
O=C1C2C(C(=O)N1/N=C/c1cc([N+](=O)[O-])c(O)cc1O)C1C=CC2C12CC2 (centres undefined),-15.9,-0.5,9.9,-0.1,4.1,11.7,35.4,0.2,7.5
CCCNC(=O)Cn1cnc2sc(C(=O)N3CCN(c4ccc(F)cc4)CC3)c(C)c2c1=O,24.6,0.5,9.9,4.7,8.3,3.8,1.0,0.8,33.0
Cc1n[nH]c(=S)n(NC(=O)CC(=O)Nn2c(=S)[nH]nc(C)c2=O)c1=O,-1.3,1.0,7.4,3.4,10.1,8.4,-20.2,0.7,29.5
CC(C)Cn1c(SCc2nc3ccccc3c(=O)[nH]2)nc2ccccc2c1=O,82.4*,0.9,7.5,14.5,-10.7,-9.5,12.3,0.2,-1.4
O=C(OCCCN=C1NS(=O)(=O)c2ccccc21)c1ccc([N+](=O)[O-])cc1,-9.1,1.5,5.9,-1.9,10.9,2.4,-8.2,0.8,-13.2
CS(=O)(=O)CCC(C(=O)OCC(=O)c1ccc(Cl)cc1)N1C(=O)c2ccccc2C1=O (centres undefined),24.2,-0.8,5.7,-3.3,7.6,-3.1,0.3[fluorescence artefact?],0.9,19.3
[N-]=[N+]=CC(=O)C(c1ccccc1)(c1ccccc1)c1ccccc1,24.4,-2.7,8.4,·,18.6,-1.6,-4.7,-1.3,75.7*

# Looked up above:
# Under EP2 modulator, CC(C)Cn1c(SCc2nc3ccccc3c(=O)[nH]2)nc2ccccc2c1=O reads -1.4
# Under NPY-Y1 PAM-ag, CCCC(=O)OCC(=O)Nc1cc(Cl)ccc1[N+](=O)[O-] reads 14.8

# Screening data from PubChem BioAssay.
